Myeloid diff MLP: myeloid differentiation induction | calls only at 10 µM | 360,000 tested, 1% active | ER-HoxA9 myeloid progenitors, lysozyme-GFP differentiation, flow cytometry | AID 624256;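 active means normalized GFP-positive differentiation at or above the plate's own cutoff, the solvent-only control mean plus 3 SD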;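 further: cells exposed to compound for four days before flow analysis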
TNAP activators: human TNAP enzyme activators, primary screen, biochemical, luminescent, no phosphate acceptor, uHTS (AID 1001). activation fold at 20 µM, or EC50 in µM where a hit was titrated. 200,000 tested, 0.03% active. purified TNAP, luminescent activation assay, no phosphate acceptor; higher activation fold means a stronger effect; in the data active means activation fold from about 3, or a potency from the dose series; inactive means the rest, 99 in 100 with activation fold below about 1.6; further: many of its hits are not listed in these tables
PMI inhibition: MPI inhibition at elevated mannose 6-phosphate – biochemical, fluorescence intensity, high mannose 6-phosphate, primary screen (AID 1220). recombinant PMI enzyme, coupled fluorescence intensity; higher % means a stronger effect. inhibition, % at 20 µM, or IC50 in µM where a hit was titrated. 190,000 tested, 0.66% active
P. falciparum M17LAP: P. falciparum M17LAP inhibitors, primary screen, biochemical, fluorogenic H-Leu-NHMec substrate, 1536-well (AID 1619); recombinant M17LAP, H-Leu-NHMec fluorogenic kinetic assay; higher % means a stronger effect; inhibition, % at 30 µM; hits with a dose series show IC50 in µM; 220,000 tested, 0.38% active;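 active means compound inhibiting the enzyme by more than half at any dose during confirmatory dose-response retesting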;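 further: plate controls were full reaction with DMSO carrier for no effect and no enzyme background for full effect; strong numbers were not always called active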
XIAP antagonists: XIAP antagonists, biochemical, IAP family, fluorescence polarization (AID 1018); XIAP BIR domain, fluorescence polarization peptide displacement; higher % means a stronger effect; displacement, % at 20 µM; hits with a dose series show IC50 in µM; 200,000 tested, 0.007% active; in the data active means displacement above about 50%; further: a part of the inactive calls stands beside numbers as strong as those of hits
human PMI inhibition: MPI enzyme activity inhibition – biochemical, fluorescence intensity, coupled assay, primary screen (AID 1209). purified PMI enzyme, coupled fluorescence intensity; higher % means a stronger effect. inhibition, % at 20 µM, or IC50 in µM where a hit was titrated. 190,000 tested, 0.42% active;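 further: plate controls were DMSO vehicle for no effect and wells lacking substrate for full effect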
LYP phosphatase: inhibitors of LYP phosphatase, biochemical, fluorescence intensity, uHTS (AID 1779) | one-dose inhibition, % at 11.5 µM; IC50 in µM for titrated hits | 290,000 tested, 0.054% active | recombinant LYP phosphatase, fluorescence intensity; higher % means a stronger effect;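 further: plate controls were vehicle with enzyme for no effect and no enzyme for full effect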
ER stress rescue: protection against thapsigargin-triggered cell killing – 384-well, CSM14.1, ATP luminescence, primary screen (AID 1222); CSM14.1 thapsigargin-induced death rescue, ATP luminescence; higher % means a stronger effect; cellular ATP content (survival), % at 20 µM; hits with a dose series show EC50 in µM; 190,000 tested, under 10 active;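 active means EC50 below 50 µM in the dose-response confirmation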;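 further: death triggered by thapsigargin at about 15 µM added after 2 h compound pretreatment; cell ATP read after overnight thapsigargin exposure of roughly 18 to 22 hours; normalized against plate controls of thapsigargin alone and 5% DMSO vehicle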
M1AAP inhibition: P. falciparum M1AAP inhibitors, biochemical, fluorogenic H-Leu-NHMec substrate, 1536-well (AID 1445); 220,000 tested, 0.42% active; recombinant M1AAP, H-Leu-NHMec fluorogenic kinetic assay; higher % means a stronger effect; inhibition, % at 30 µM; hits with a dose series show IC50 in µM;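 active means primary inhibition above the hit cutoff, then over 50% inhibition at one or more dose response concentrations, cut at about 23% in these data, passing the limit was not always enough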;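 further: plate controls were DMSO full reaction for no effect and no enzyme background for full effect; strong numbers were not always called active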
Myeloid diff MLP GFP+ MAC1+ %: recorded beside Myeloid diff MLP, whose call it bears; GFP+ MAC1+ double positive, %; measured here: differentiation confirmed by MAC1 staining
Starred values were filed as active, the others as inactive; i = inactive; nt = not tested or not shown; + = active, no number. Unless noted, no stated cut-off is given here; in the data, active means inhibition above about 50%; inactive means the rest.

canonical_smiles	Myeloid diff MLP	Myeloid diff MLP GFP+ MAC1+ %	TNAP activators	PMI inhibition	P. falciparum M17LAP	XIAP antagonists	human PMI inhibition	LYP phosphatase	ER stress rescue	M1AAP inhibition
CN(C(=O)CS(=O)(=O)c1cccc(Cl)c1)c1ccccc1	i	0.1	1.1	-4%	-2%	-17%	-9%	-4%	-2.1%	-1%
CC(C)(C)C(=O)Nc1nnc(SCC(=O)NCc2ccco2)s1	i	0.3	1	4%	19%	-5.3%	6%	-3%	-1.5%	-4%
CC(=O)Nc1cccc(-c2cn3ccccc3n2)c1	i	0.8	1.1	3%	5%	-2.0%	3%	-4%	1.4%	3%
O=C1OCCN1/N=C/c1ccc([N+](=O)[O-])o1	i	2.0	1.1	-9%	-1%	-7.5%	-17%	-4%	-3.7%	12%
CCn1cc(C(=O)Nc2ccc(NC(=O)c3ccco3)cc2)c(=O)c2ccc(C)nc21	i	2.1	1.1	6%	6%	-9.6%	10%	-6%	-2.1%	-10%
COc1ccc(OCCC(=O)Nc2nccs2)cc1	i	0.1	1	8%	-2%	0.3%	6%	-2%	0.0%	-2%
O=C(c1cccnc1)N1N=C(c2cccs2)CC1c1ccc(F)cc1 (stereo not drawn)	i	1.0	1	-37%	9%	-4.3%	-29%	-1%	-0.8%	17%
Cc1cccc(-n2cnc(C(=O)NC3CCCCCC3)c2)n1	i	0.1	1	-2%	-3%	-3.7%	-5%	-4%	0.5%	4%
Cc1ccc2cc(/C=C3\N=C(c4ccccc4)OC3=O)c(N3CCOCC3)nc2c1	nt	nt	1.1	5%	8%	16%	2%	-3%	-1.9%	2%
COc1ccc(-c2ccc(SCC(=O)c3cccs3)nn2)cc1	i	0.5	1	4%	2%	-4.8%	11%	-2%	1.4%	1%
CCCCn1c(NCc2ccccc2NS(=O)(=O)c2ccc(C)cc2)nc2ccccc21	i	0.6	1.4	15%	-9%	-6.6%	19%	5%	0.7%	-7%
Cc1cc2cc(CNC(=O)c3ccc(S(=O)(=O)N4CCCCC4)cc3)ccc2n1C	i	2.7	1.2	10%	-8%	8.2%	-4%	9%	-1.4%	3%
Cc1nn(CC(O)CN2c3ccccc3Sc3ccccc32)c(C)c1Br (stereo not drawn)	i	0.6	1	13%	7%	-3.8%	9%	1%	-0.9%	15%
COc1ccc(-n2c(-c3ccccc3)cc3c2CCCC3=O)cc1	i	8.4	1.1	-1%	1%	-0.5%	0%	-5%	-3.5%	5%
Cn1c(SCC(=O)c2ccccc2)nnc1-c1cccc(N)c1	i	0.8	1.2	-1%	14%	-2.2%	-6%	-9%	-1.6%	4%
C=CCn1c(COc2cccc3ccc(C)nc23)nnc1SCC(=O)OC	i	0.6	1.1	-8%	13%	-0.8%	-5%	-3%	-1.9%	3%
O=C(O)CC(c1cccc(Cl)c1)n1cccc1 (stereo not drawn)	i	4.5	1.1	14%	1%	-5.6%	18%	-6%	-1.9%	2%
O=C(Nc1ccccc1)NC1CS(=O)(=O)CC1O (stereo not drawn)	i	4.0	1.1	16%	15%	-5.3%	5%	1%	-3.9%	4%
COC(=O)C(CCCCN1C(=O)C2C3C=CC(C3)C2C1=O)N1C(=O)C2C3C=CC(C3)C2C1=O (stereo not drawn)	i	0.0	1	3%	-5%	-6.4%	0%	-2%	-0.8%	6%
Cc1cccc(C)c1NC(=O)COC(=O)c1cc(-c2cccnc2)nc2ccccc12	i	0.7	1.2	-4%	1%	-20%	3%	4%	1.5%	-5%
CCc1ccc2[nH]c(=O)c(CN(Cc3ccccc3)C(=O)Nc3ccccc3OC)cc2c1	i	0.2	1	6%	8%	-2.9%	14%	6%	2.5%	-1%
Cc1cc(C)n2nc(C(=O)OCC(=O)c3cc(C)n(CC4CCCO4)c3C)nc2n1 (stereo not drawn)	i	0.9	1.1	10%	-2%	-3.3%	8%	-7%	0.0%	3%
O=C(COC(=O)CNS(=O)(=O)c1ccc2ccccc2c1)Nc1ccccc1Sc1ccccc1	i	1.4	1.1	5%	-3%	-5.2%	11%	2%	-0.6%	6%
Cn1c(SCC(=O)Nc2cc(C(C)(C)C)nn2-c2ccccc2)nc2ccccc21	i	1.3	1	8%	6%	-15%	12%	4%	2.2%	-1%
CCSc1ncccc1C(=O)N[C@@H](CCSC)C(=O)OC	i	0.5	nt	nt	-5%	nt	nt	-4%	nt	-1%
CC1(C)Cc2ccccc2C(NNC(=O)c2ccncc2)=N1	i	0.9	1	-16%	-12%	-2.3%	-18%	2%	-0.8%	4%
COc1c2occc2c(OC)c2c(=O)cc(C(F)(F)C(F)(F)F)oc12	i	2.2	1.1	9%	-6%	1.5%	9%	-2%	1.3%	4%
Cc1ccc(C(=O)Nc2ccccc2N2CCN(C(=O)C(C)C)CC2)cc1	i	0.3	1.1	-4%	7%	-6.9%	-7%	-11%	1.6%	6%
COc1ccc(-c2cc(C(F)(F)F)n3nc(C(=O)N(C)Cc4ccccc4)cc3n2)cc1OC	i	0.5	1.1	4%	4%	-7.0%	10%	15%	-2.0%	10%
Nc1ccccc1SCc1cn2cccnc2n1	i	1.9	1.1	6%	0%	-16%	9%	3%	-2.4%	10%
CCOc1ncccc1C(=O)OCC(=O)c1ccc(OC)c(OC)c1	i	0.8	1.1	-7%	-3%	2.5%	-4%	5%	-1.5%	-1%
COCCNC(=O)CSc1nc2nn(-c3ccccc3)c(=O)c-2c2n1CCCCC2	i	0.0	1.1	-2%	23%	-2.3%	-4%	-1%	-0.9%	4%
COc1cc2c(cc1OC)-c1nnc(C)n1C1(CCCC1)C2	i	1.6	1.1	4%	-5%	-3.3%	4%	-6%	nt	7%
COc1ccc(Cn2c(O)c(C=Nc3ccccc3)c3ccccc3c2=O)cc1	i	0.9	1	19%	-14%	-2.2%	13%	-4%	-3.3%	-1%
COc1ccc(NC(=O)CC2Oc3ccccc3NC2=O)cc1 (stereo not drawn)	i	1.2	1.1	6%	-3%	-3.0%	8%	-7%	-1.2%	0%
O=C(NCc1ccco1)C1CC(c2ccccc2C(F)(F)F)=NO1 (stereo not drawn)	i	2.1	nt	nt	8%	nt	nt	-9%	nt	1%
Cc1ccc(NC(=O)NCC2CCN(Cc3cccc(Cl)c3)CC2)cc1Cl	i	0.8	1.5	-4%	-2%	-0.6%	-8%	-6%	-0.8%	2%
O=C(CSc1cccc[n+]1[O-])Nc1cc([N+](=O)[O-])ccc1Cl	i	0.4	1.1	-5%	1%	-6.6%	-10%	-2%	-1.5%	1%
O=[N+]([O-])c1cc([N+](=O)[O-])c2n[nH]c(-c3ccccc3)c2c1	i	0.3	1	-1%	11%	-1.3%	0%	-6%	1.1%	0%
Cc1ccc(Nc2nc(N)nc(CN3CCN(C)CC3)n2)cc1C	nt	nt	1.1	-8%	-11%	-3.2%	1%	-2%	0.2%	3%
COc1ccc(-n2nnnc2SCC(=O)Nc2nc3c(s2)CCCC3)cc1	i	0.5	1	7%	6%	-1.3%	11%	0%	-0.5%	5%
CCC1=C(OC(=O)N(CC)CC)N2C(=O)OC(=NCCc3c[nH]c4ccccc34)[C@]2(Cc2ccccc2)[C@H]2C1=CC[C@H]1C(=O)N(C)C(=O)[C@H]12	i	1.8	nt	nt	1%	nt	nt	0%	nt	-2%
CCn1cc(C(=O)NCc2ccco2)c(=O)c2cc(S(=O)(=O)N3CC(C)CC(C)C3)ccc21 (stereo not drawn)	+	3.3*	0.9	9%	-7%	-2.4%	6%	18%	0.4%	2%
CN(C)c1cccc(C(=O)OCC(=O)N2CCc3ccccc3C2)c1	i	0.4	1.2	-2%	9%	-0.6%	8%	-3%	-1.3%	-4%
O=C(Cc1cccs1)N(c1ccc(F)cc1)C1(C(=O)NC2CCCCC2)CCCC1	i	0.3	0.9	-5%	8%	-4.3%	-3%	-1%	-1.0%	3%
S=C(NCCc1ccccc1)NC1CC1	i	0.7	1	-2%	4%	-0.9%	-2%	-12%	-1.5%	5%
CCOc1ccc(C2C([N+](=O)[O-])=C(C)N(C)C(=O)N2C)cc1OC (stereo not drawn)	i	0.2	1	-3%	19%	-6.1%	-18%	-5%	2.6%	9%
OC(COc1ccccc1)CN1C2=NCCCN2c2ccccc21 (stereo not drawn)	i	0.6	1.1	14%	4%	-0.8%	15%	-2%	nt	3%
Cc1ccc2[nH]c(=O)c(CN(CCCN3CCOCC3)C(=O)Nc3ccc(Cl)cc3)cc2c1	i	0.3	1	-6%	-3%	-8.4%	-2%	-4%	5.0%	1%
O=C(CN1CCCCC1)N1c2ccccc2Sc2ccc(C(F)(F)F)cc21	i	1.6	1.1	-8%	-1%	2.9%	-6%	-3%	1.3%	-1%
O=C(Nc1ccccc1C(F)(F)F)Nc1cccc2ccccc12	i	2.4	1.2	18%	-3%	-7.4%	10%	-10%	0.1%	-1%
